HCV NS3 hel inh = inhibitors of Hepatitis C virus NS3 helicase; NS3 helicase DNA unwinding, Cy5 molecular beacon fluorescence; inhibition, % at 10.9 µM; actives 0.56% (n = 290,000); AID 1800;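 active = inhibition above the mean of all tested compounds plus 3 SD, set per campaign, cut at about 35% in these data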;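 also: 0% = DMSO wells and 100% = thioflavine S control wells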
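Assay system – hepatitis C virus NS3 helicase domain fragment enzyme · Buffer or medium – MOPS pH 6.5, MgCl2, DTT, Tween20, BSA · Reagent – Cy5/quencher beacon DNA duplex and ATP to start · Compound – single 10.9 µM dose · Timing – 1 h at 25 °C · Technique – Cy5 beacon fluorescence read at start and 1 h · Measure – % inhibition of unwinding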
VIM-2 inhibitor = inhibitors of Pseudomonas aeruginosa VIM-2 metallo-beta-lactamase. AID 1527. purified VIM-2, nitrocefin hydrolysis, epi-absorbance fluorescence. actives 0.89% (n = 290,000). inhibition, % at 5.6 µM;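 active = inhibition above the mean of all tested compounds plus 3 SD, cutoff set per screening run, cut at about 7.5% in these data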;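 also: red hydrolysis product quenches plate fluorescence so inhibitors raise well fluorescence; 0% = enzyme with DMSO and 100% = DMSO without enzyme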
M18AAP inhibitor = blocks P. falciparum M18 aspartyl aminopeptidase; recombinant PfM18AAP, H-Glu-NHMec fluorogenic cleavage; actives 1.2% (n = 290,000); inhibition, % at 7.35 µM;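 active = inhibition above the campaign mean inhibition over all tested compounds plus 3 SD, cut at about 28% in these data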;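 also: 0% = plate median of test compound wells and 100% = 2 mM ZnCl2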
IMP-1 inh = blocks Pseudomonas aeruginosa IMP-1 metallo-beta-lactamase | purified IMP-1, nitrocefin hydrolysis, epi-absorbance fluorescence | inhibition, % at 5.6 µM | actives 0.45% (n = 290,000) | AID 1556;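 active = inhibition above the mean plus 3 SD of all compounds in the same screening run, cut at about 4.5% in these data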;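 also: 0% = IMP-1 with DMSO and 100% = DMSO wells lacking enzyme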
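Assay system: purified recombinant IMP-1 beta-lactamase. Input: IMP-1 0.2 nM before substrate addition. Buffer or medium: Zinc- and detergent-supplemented HEPES buffer, pH 7.1. Schedule: 25 °C, 15 min preincubation, 25 min reaction. Signal: Epi-absorbance fluorescence, 480 nm excitation, 530 nm emission. Evaluation: percent inhibition from optical density relative to buffer-blank wells.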
UBC9 SUMO inh = inhibitors of human SUMOylation (UBC9); P63279; inhibition, % at 35 µM; actives 0.36% (n = 290,000); HTRF SUMOylation assay, SAE1/SAE2 + UBC9, in vitro; in the data active = inhibition above about 50%, passing the limit was not always enough; also: strong numbers were not always called active
pCIP destab = p/CIP protein destabilization | actives 0.01% (n = 290,000) | AID 1984 | Q05BA5 | decrease of EGFP signal, % at 10 µM | F442A p/CIP-EGFP cells, EGFP fluorescence, 16 h;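 active = EGFP signal decrease of at least 30% at 10 µM or well 3 SD below plate mean, unless failing retest; inactive = the rest, including hits failing retest or dose response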; also: some compounds called inactive have numbers as strong as hits; many of its hits are not listed in these tables
Target sequence (Q05BA5 1-1403): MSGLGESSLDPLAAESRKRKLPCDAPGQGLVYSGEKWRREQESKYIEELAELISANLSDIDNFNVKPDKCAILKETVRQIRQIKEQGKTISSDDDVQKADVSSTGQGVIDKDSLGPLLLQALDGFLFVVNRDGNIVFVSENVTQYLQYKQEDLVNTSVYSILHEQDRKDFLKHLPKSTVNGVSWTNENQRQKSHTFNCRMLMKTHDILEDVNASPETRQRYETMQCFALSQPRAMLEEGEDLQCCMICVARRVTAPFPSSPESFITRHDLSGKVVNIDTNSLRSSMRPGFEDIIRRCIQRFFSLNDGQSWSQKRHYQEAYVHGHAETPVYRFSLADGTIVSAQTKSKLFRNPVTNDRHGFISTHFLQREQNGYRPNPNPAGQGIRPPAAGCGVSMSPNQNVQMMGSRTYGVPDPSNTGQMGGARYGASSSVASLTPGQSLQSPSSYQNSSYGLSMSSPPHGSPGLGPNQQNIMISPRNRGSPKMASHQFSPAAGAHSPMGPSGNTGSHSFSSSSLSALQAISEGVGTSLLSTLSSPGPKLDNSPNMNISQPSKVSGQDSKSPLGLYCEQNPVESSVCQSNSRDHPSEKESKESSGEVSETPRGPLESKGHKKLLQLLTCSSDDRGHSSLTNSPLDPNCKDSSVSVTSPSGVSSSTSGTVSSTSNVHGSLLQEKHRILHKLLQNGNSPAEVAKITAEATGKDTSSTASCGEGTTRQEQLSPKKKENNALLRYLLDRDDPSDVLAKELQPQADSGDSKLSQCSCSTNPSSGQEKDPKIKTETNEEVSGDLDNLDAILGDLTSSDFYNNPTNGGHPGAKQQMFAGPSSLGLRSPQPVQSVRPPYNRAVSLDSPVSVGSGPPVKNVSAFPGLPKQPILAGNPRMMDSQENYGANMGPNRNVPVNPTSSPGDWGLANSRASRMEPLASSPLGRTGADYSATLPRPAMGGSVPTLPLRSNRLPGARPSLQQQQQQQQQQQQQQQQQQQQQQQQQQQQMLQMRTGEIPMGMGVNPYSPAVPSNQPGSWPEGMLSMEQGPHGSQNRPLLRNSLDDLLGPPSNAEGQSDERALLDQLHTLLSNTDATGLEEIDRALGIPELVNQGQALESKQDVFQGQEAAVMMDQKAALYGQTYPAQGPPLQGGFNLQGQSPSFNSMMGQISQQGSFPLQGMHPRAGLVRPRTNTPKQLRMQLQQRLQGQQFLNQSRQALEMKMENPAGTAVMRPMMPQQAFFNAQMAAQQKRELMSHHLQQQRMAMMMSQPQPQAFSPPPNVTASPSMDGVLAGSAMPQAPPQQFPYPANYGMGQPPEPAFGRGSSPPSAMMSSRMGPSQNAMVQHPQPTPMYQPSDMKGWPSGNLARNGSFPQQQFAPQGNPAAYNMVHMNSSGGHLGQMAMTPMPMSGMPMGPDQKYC
IDE inh = inhibitors of human insulin-degrading enzyme in cells | P14735 | HEK cells, FAbetaB cleavage, fluorescence polarization | inhibition, % at 5.59 µM | actives 0.41% (n = 320,000) | AID 434962;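 active = percent inhibition above the average of all tested compounds plus 3 SD, set per screening campaign, cut at about 16% in these data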;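 also: IDE supplied by intact live HEK cells; FP after avidin binding of uncleaved biotin substrate so inhibition keeps polarization high; 0% = DMSO wells and 100% = 60 µM reference IDE inhibitor Ii1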
FID counter = displaces DNA intercalator in HCV helicase counter-screen; AID 1845; actives 0.17% (n = 290,000); inhibition, % at 7.9 µM; DNA fluorescent intercalator displacement, fluorescence; in the data active = inhibition above about 37%;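 also: 0% = vehicle and 100% = reference compound; higher means more ethidium bromide displaced from hairpin DNA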
IDE act = boosts human insulin-degrading enzyme activity in HEK cells. P14735. FAbeta-B cleavage, fluorescence polarization; 0% vehicle, 100% cell-free pure enzyme wells. activation, % at 5.96 µM. actives 0.073% (n = 340,000). AID 493087;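 active = activation above the mean of all tested compounds plus 3 SD, set per screening campaign, cut at about 17% in these data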
Starred values were filed as active, the others as inactive.

How did COc1ccc(CNC(=O)c2c(-c3c(F)cccc3Cl)noc2C)cc1 do in these assays?
HCV NS3 hel inh: -7; VIM-2 inhibitor: -0.3; M18AAP inhibitor: -1; IMP-1 inh: -3.1; UBC9 SUMO inh: 4; pCIP destab: 1; IDE inh: 4; FID counter: -14; IDE act: 3

How did COc1ccc(NC(=O)CCS(=O)(=O)c2ccc(Br)s2)cc1 do in these assays?
HCV NS3 hel inh: -7; VIM-2 inhibitor: -3.3; M18AAP inhibitor: -4; IMP-1 inh: -5.6; UBC9 SUMO inh: -2; pCIP destab: -13; IDE inh: 6; FID counter: -11; IDE act: 2

How did COC(=O)C/C=C/[C@@H](C)[C@@H](/C=N/OCC[C@@H]1C=C[C@H](OC(C)=O)[C@@H](COC(C)=O)O1)NS(=O)(=O)c1ccc(C)cc1 do in these assays?
HCV NS3 hel inh: -5; VIM-2 inhibitor: -0.6; M18AAP inhibitor: 4; IMP-1 inh: -1.2; UBC9 SUMO inh: -3; pCIP destab: 16; IDE inh: 0; FID counter: -52

Results for COc1ccc(N(CC(=O)NCc2ccc(C)cc2)S(=O)(=O)c2ccccc2[N+](=O)[O-])c(OC)c1 ?
HCV NS3 hel inh: 10; VIM-2 inhibitor: -1.8; M18AAP inhibitor: 2; IMP-1 inh: -4.0; UBC9 SUMO inh: 4; pCIP destab: -12; IDE inh: 0; FID counter: -7; IDE act: 1

Results for Cc1ccccc1-n1c(C)nnc1SCC(=O)NC1CCCc2ccccc21 (configuration not stated) ?
HCV NS3 hel inh: -8; VIM-2 inhibitor: -4.2; M18AAP inhibitor: -5; IMP-1 inh: -5.2; UBC9 SUMO inh: 1; pCIP destab: 1; IDE inh: 3; FID counter: -40; IDE act: 1

How did O=C(COC(=O)c1cnccn1)c1ccc2ccccc2c1 do in these assays?
HCV NS3 hel inh: 3; VIM-2 inhibitor: -3.7; M18AAP inhibitor: -12; IMP-1 inh: -3.1; UBC9 SUMO inh: 20; pCIP destab: 5; IDE inh: 0; FID counter: 1; IDE act: 3

What do the screens show for `CC(C)NC(=O)C(Cc1ccccc1)N1C(=O)c2ccccc2C1=O` (configuration not stated)?
HCV NS3 hel inh: 5; VIM-2 inhibitor: -4.3; M18AAP inhibitor: 2; IMP-1 inh: -2.4; UBC9 SUMO inh: -24; pCIP destab: -19; IDE inh: -2; FID counter: -7; IDE act: 6

Results for O=S(=O)(c1ccc(Br)s1)N1CCC(Cc2ccccc2)CC1 ?
HCV NS3 hel inh: -1; VIM-2 inhibitor: 0.5; M18AAP inhibitor: -7; IMP-1 inh: -2.0; UBC9 SUMO inh: -22; pCIP destab: 6; IDE inh: 3; FID counter: -1; IDE act: 5

How did C/C(=N/NC(=O)c1ccoc1C)c1ccc(NC(=O)c2ccncc2)cc1 do in these assays?
HCV NS3 hel inh: 7; VIM-2 inhibitor: -3.6; M18AAP inhibitor: -8; IMP-1 inh: -0.2; UBC9 SUMO inh: -7; pCIP destab: -4; IDE inh: -6; FID counter: -10; IDE act: 5

What do the screens show for `Cn1c(=O)c2cc(S(=O)(=O)NC(Cc3ccccc3)C(=O)NCc3ccco3)ccc2n(C)c1=O` (configuration not stated)?
HCV NS3 hel inh: -5; VIM-2 inhibitor: -4.1; M18AAP inhibitor: 9; IMP-1 inh: -2.8; UBC9 SUMO inh: 21; pCIP destab: 2; IDE inh: -5; FID counter: -11; IDE act: -1

What do the screens show for `O=C(COc1ccc2ccc(=O)oc2c1)N1CC[C@@]2(O)CCCC[C@H]2C1`?
HCV NS3 hel inh: 8; VIM-2 inhibitor: -1.3; M18AAP inhibitor: -1; IMP-1 inh: -3.7; UBC9 SUMO inh: 15; pCIP destab: -1; IDE inh: 0; FID counter: -16; IDE act: 1

What do the screens show for `CCCc1[nH]nc2c1C(c1ccc(OC)c(CSC3=NCCS3)c1)C(C#N)=C(N)O2` (configuration not stated)?
HCV NS3 hel inh: 3; VIM-2 inhibitor: -3.2; M18AAP inhibitor: 1; IMP-1 inh: -6.5; UBC9 SUMO inh: -13; pCIP destab: 8; IDE inh: 0; FID counter: -28; IDE act: 3

What do the screens show for `O=[N+]([O-])c1ccc(-c2nc(Nc3cccc(O)c3)c3ccccc3n2)cc1`?
HCV NS3 hel inh: -11; VIM-2 inhibitor: -1.6; M18AAP inhibitor: 2; IMP-1 inh: -3.2; UBC9 SUMO inh: -21; pCIP destab: 7; IDE inh: -2; FID counter: 15; IDE act: 3

How did Cc1ccccc1C(=O)NNC(=O)C(C)N1C(=O)c2ccccc2C1=O (configuration not stated) do in these assays?
HCV NS3 hel inh: 1; VIM-2 inhibitor: -0.6; M18AAP inhibitor: 7; IMP-1 inh: -1.6; UBC9 SUMO inh: 5; pCIP destab: 2; IDE inh: 1; FID counter: 3; IDE act: 3

What do the screens show for `Cc1ccccc1C(=O)c1cccn1CC(=O)NCc1cccc(Cl)c1`?
HCV NS3 hel inh: -1; VIM-2 inhibitor: -0.8; M18AAP inhibitor: -15; IMP-1 inh: -2.4; UBC9 SUMO inh: 18; pCIP destab: -7; IDE inh: -5; FID counter: -32; IDE act: 2

What do the screens show for `COc1ccc(-c2cc(C(F)F)n3ncc(C(=O)N4CCc5ccccc5C4)c3n2)cc1`?
HCV NS3 hel inh: -5; VIM-2 inhibitor: -2.3; M18AAP inhibitor: 6; IMP-1 inh: -2.5; UBC9 SUMO inh: 22; pCIP destab: 5; IDE inh: 1; FID counter: -13; IDE act: 2

How did CCOc1ccc(S(=O)(=O)Nc2ccc3c(c2)OCO3)c2cccnc12 do in these assays?
HCV NS3 hel inh: -1; VIM-2 inhibitor: -1.5; M18AAP inhibitor: -5; IMP-1 inh: -0.3; UBC9 SUMO inh: -8; pCIP destab: 10; IDE inh: -1; FID counter: -3; IDE act: 2

How did CN(c1ccccc1)c1nc(N)c([N+](=O)[O-])c(N2CCCCC2)n1 do in these assays?
HCV NS3 hel inh: -1; VIM-2 inhibitor: -0.8; M18AAP inhibitor: 3; IMP-1 inh: -1.5; UBC9 SUMO inh: 4; pCIP destab: -8; IDE inh: 4; FID counter: -31; IDE act: 7

Results for O=C(C1=C(O)C(=O)N(Cc2ccccc2)C1c1ccncc1)c1ccco1 (configuration not stated) ?
HCV NS3 hel inh: 7; VIM-2 inhibitor: -2.3; M18AAP inhibitor: -4; IMP-1 inh: 1.3; UBC9 SUMO inh: 4; pCIP destab: 4; IDE inh: -1; FID counter: -1; IDE act: 2

What do the screens show for `c1ccc(C2=Nn3c(nnc3-c3cccs3)SC2)cc1`?
HCV NS3 hel inh: 1; VIM-2 inhibitor: 6.0; M18AAP inhibitor: -3; IMP-1 inh: -1.7; UBC9 SUMO inh: 12; pCIP destab: -12; IDE inh: 8; FID counter: -23; IDE act: 12

What do the screens show for `O=C(NC1CCCC1)C1c2ccccc2C(=O)N1C1CCCCC1` (configuration not stated)?
HCV NS3 hel inh: -4; VIM-2 inhibitor: -3.8; M18AAP inhibitor: -9; IMP-1 inh: -3.5; UBC9 SUMO inh: 2; pCIP destab: -10; IDE inh: 3; FID counter: -1; IDE act: -1

What do the screens show for `OC(CNCCNc1ncccc1C(F)(F)F)Cn1ccc2ccccc21` (configuration not stated)?
HCV NS3 hel inh: -21; VIM-2 inhibitor: 0.1; M18AAP inhibitor: -3; IMP-1 inh: 0.0; UBC9 SUMO inh: 6; pCIP destab: 1; IDE inh: -1; FID counter: 11; IDE act: 6

How did CC(=O)N1CCN(S(=O)(=O)c2ccc(C)cc2)C1C(C)C (configuration not stated) do in these assays?
HCV NS3 hel inh: 4; VIM-2 inhibitor: -1.8; M18AAP inhibitor: -13; IMP-1 inh: -3.6; UBC9 SUMO inh: 11; pCIP destab: -6; IDE inh: 3; FID counter: 1; IDE act: 7

Results for CC(C)CCN(C)C1CCN(C(=O)Nc2c(F)cccc2F)CC1 ?
HCV NS3 hel inh: 11; VIM-2 inhibitor: -5.8; M18AAP inhibitor: -4; IMP-1 inh: -2.9; UBC9 SUMO inh: 10; pCIP destab: -7; IDE inh: -2; FID counter: 4; IDE act: 4

What do the screens show for `COc1ccc(-c2cc(C(F)(F)F)nc(SCC(=O)N(C)Cc3cnn(C)c3C)n2)cc1OC`?
HCV NS3 hel inh: -2; VIM-2 inhibitor: 1.3; M18AAP inhibitor: 1; IMP-1 inh: -2.9; UBC9 SUMO inh: 26; pCIP destab: -18; IDE inh: 3; FID counter: -32; IDE act: -1

What do the screens show for `COc1cc(-c2c(-c3cccc(C)c3)oc3ccccc23)cc(OC)c1OC`?
HCV NS3 hel inh: -15; VIM-2 inhibitor: -2.9; M18AAP inhibitor: -3; IMP-1 inh: -4.4; UBC9 SUMO inh: 3; pCIP destab: 0; IDE inh: 4; FID counter: -30; IDE act: -2

Results for Cc1nc2ccc(C(=O)O)cc2nc1C ?
HCV NS3 hel inh: -1; VIM-2 inhibitor: 1.1; M18AAP inhibitor: -5; IMP-1 inh: -0.7; UBC9 SUMO inh: -1; pCIP destab: -6; IDE inh: -1; FID counter: -1; IDE act: -2

Results for CCCCCn1c(NC2CCCCC2)nc2c1c(=O)[nH]c(=O)n2C ?
UBC9 SUMO inh: -1; pCIP destab: 0; IDE inh: 4; IDE act: -3

What do the screens show for `CN(C)S(=O)(=O)c1cccc(NC(=O)CSc2nc3ccccc3n2-c2ccccc2)c1`?
HCV NS3 hel inh: -1; VIM-2 inhibitor: -3.6; M18AAP inhibitor: -6; IMP-1 inh: -3.5; UBC9 SUMO inh: -19; pCIP destab: -3; IDE inh: 5; FID counter: -18; IDE act: -1

Four entries drawn at random from those above:
What do the screens show for `COc1ccc(-c2cc(C(F)(F)F)nc(SCC(=O)N(C)Cc3cnn(C)c3C)n2)cc1OC`?
HCV NS3 hel inh: -2; VIM-2 inhibitor: 1.3; M18AAP inhibitor: 1; IMP-1 inh: -2.9; UBC9 SUMO inh: 26; pCIP destab: -18; IDE inh: 3; FID counter: -32; IDE act: -1

Results for Cc1nc2ccc(C(=O)O)cc2nc1C ?
HCV NS3 hel inh: -1; VIM-2 inhibitor: 1.1; M18AAP inhibitor: -5; IMP-1 inh: -0.7; UBC9 SUMO inh: -1; pCIP destab: -6; IDE inh: -1; FID counter: -1; IDE act: -2

What do the screens show for `CN(C)S(=O)(=O)c1cccc(NC(=O)CSc2nc3ccccc3n2-c2ccccc2)c1`?
HCV NS3 hel inh: -1; VIM-2 inhibitor: -3.6; M18AAP inhibitor: -6; IMP-1 inh: -3.5; UBC9 SUMO inh: -19; pCIP destab: -3; IDE inh: 5; FID counter: -18; IDE act: -1

Results for CCCCCn1c(NC2CCCCC2)nc2c1c(=O)[nH]c(=O)n2C ?
UBC9 SUMO inh: -1; pCIP destab: 0; IDE inh: 4; IDE act: -3

High-throughput results (PubChem)
